rCAG binder = molecules binding r(CAG) RNA repeats | r(CAG) RNA repeat, TO-PRO-1 dye displacement fluorescence | inhibition, % at 3 µM | 370,000 tested, 1.3% active | AID 651821;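 active means inhibition above the plate cutoff, the mean of all test compounds on that plate plus 3 SD, cut at about 35% in these data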;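 further: 0% = DMSO alone and 100% = 100 µM mitoxantrone as full dye displacement; higher means more dye released from RNA so lower well fluorescence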
PRMT1 FP inh = blocks human protein arginine methyltransferase 1; recombinant PRMT1, activity-based probe fluorescence polarization; inhibition, % at 2.79 µM; 370,000 tested, 1.3% active; AID 652257;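 active means inhibition above about 21% made by adding two undisclosed values, limit read from the data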
mABHD4 FP = inhibitors of mouse ABHD4; Q8VD66; purified mABHD4, FP-Rh probe fluorescence polarization; inhibition, % at 8.92 µM; 370,000 tested, 0.54% active; AID 720543;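 active means inhibition exceeding the mean over every tested compound plus 3 SD, cut at about 30% in these data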;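 further: 0% = plate median of compound wells and 100% = S159A mutant with DMSO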
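Test system: mouse ABHD4 enzyme, wild type. Reagent: FP-Rh fluorescent activity-based probe, added after compound pre-incubation. Timing: pre-incubation 45 min, probe exposure 60 min, at 25 °C. Technique: FP readout, ex 525 nm / em 598 nm. Benchmarks: high control S159A mutant with DMSO, low control median of compound wells.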
NR1D1 modulator = Rev-erb alpha (human) modulation; Rev-erbα–FITC-DNA binding, fluorescence polarization, 90 min; activity, % at 10 µM; 370,000 tested, 0.79% active;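 active means activity above about 14%, limit read from the data; passing the limit was not always enough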;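 further: 0% = DMSO wells with 35 nM protein and 100% = DMSO wells with 750 nM protein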
TDP2 inh = TDP2 (human) inhibition, absorbance primary screen | O95551 | recombinant TDP2, T5PNP hydrolysis, p-nitrophenol absorbance 415 nm | inhibition, % at 12.8 µM | 370,000 tested, 0.34% active | AID 720702;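 active means inhibition above the mean of all tested compounds plus 3 SD, set per campaign, cut at about 25% in these data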;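 further: 0% = DMSO with enzyme and 100% = buffer with substrate but no TDP2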
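System – recombinant human TDP2 · Amount – 120 nM TDP2 per well · Buffer or medium – Mg2+-containing Tris-HCl buffer, pH 7.5 · Reagent – T5PNP substrate, 5 mM · Dosing – 12.8 µM single point, 1% DMSO · Incubation – 2 h at 37 °C · Measured by – epi absorbance · Read-out basis – percent inhibition · Benchmarks – high control without enzyme, low control DMSO plus TDP2 · Repeats – singlicate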
HTRA1 inhibitor = inhibitors of human serine peptidase HTRA1. recombinant HTRA1, FP-rhodamine activity-based probe, fluorescence polarization. 340,000 tested, 0.5% active. inhibition, % at 5.96 µM. Q92743. AID 504803; in the data active means inhibition above about 36%;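 further: 0% = enzyme with DMSO and 100% = wells lacking enzyme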
Target sequence (Q92743 whole entry, looked up): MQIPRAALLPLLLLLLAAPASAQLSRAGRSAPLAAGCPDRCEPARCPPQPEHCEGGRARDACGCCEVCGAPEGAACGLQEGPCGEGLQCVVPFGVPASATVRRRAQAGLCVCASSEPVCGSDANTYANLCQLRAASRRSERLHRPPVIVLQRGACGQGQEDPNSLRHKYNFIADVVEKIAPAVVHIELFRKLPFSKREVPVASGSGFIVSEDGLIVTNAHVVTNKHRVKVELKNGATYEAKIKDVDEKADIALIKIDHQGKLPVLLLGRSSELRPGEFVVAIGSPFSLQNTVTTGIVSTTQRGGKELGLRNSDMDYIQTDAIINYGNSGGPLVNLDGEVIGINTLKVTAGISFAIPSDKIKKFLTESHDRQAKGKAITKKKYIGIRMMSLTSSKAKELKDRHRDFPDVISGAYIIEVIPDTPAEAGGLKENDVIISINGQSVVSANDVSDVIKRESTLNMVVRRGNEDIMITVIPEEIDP
SIAE primary = inhibitors of human sialic acid acetylesterase SIAE; Q9HAT2; SIAE FP-Rh probe binding, fluorescence polarization; inhibition, % at 9.66 µM; 370,000 tested, 0.69% active; AID 1053197;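 active means inhibition above a cutoff: mean of compounds within the control limits plus 3 SD of those, cut at about 17% in these data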;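 further: 0% = plate median of compound wells and 100% = probe without SIAE protein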
Target sequence (Q9HAT2 whole entry, looked up): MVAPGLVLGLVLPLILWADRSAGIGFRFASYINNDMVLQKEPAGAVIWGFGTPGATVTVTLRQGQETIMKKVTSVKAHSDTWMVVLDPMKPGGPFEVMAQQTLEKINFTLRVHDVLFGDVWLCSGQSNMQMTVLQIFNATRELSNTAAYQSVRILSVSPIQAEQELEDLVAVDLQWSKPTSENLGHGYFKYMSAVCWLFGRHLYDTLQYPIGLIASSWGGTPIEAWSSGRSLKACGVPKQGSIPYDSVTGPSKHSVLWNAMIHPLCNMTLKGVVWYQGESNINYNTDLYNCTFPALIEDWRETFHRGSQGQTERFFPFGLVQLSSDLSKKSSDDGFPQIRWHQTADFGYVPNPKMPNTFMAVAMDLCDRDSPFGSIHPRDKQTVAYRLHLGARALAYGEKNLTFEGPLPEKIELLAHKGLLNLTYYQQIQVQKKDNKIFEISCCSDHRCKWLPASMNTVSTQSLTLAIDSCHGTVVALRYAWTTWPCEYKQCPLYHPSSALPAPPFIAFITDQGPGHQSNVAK
LEDGF integ inh = blocks HIV-1 LEDGF/p75-dependent DNA integration | TR-FRET IN-LEDGF/p75 DNA integration, Eu/Cy5 | inhibition, % at 3.7 µM | 370,000 tested, 0.64% active;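 active means inhibition above the screen-wide mean plus 3 SD, cut at about 13% in these data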;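 further: signal is the Cy5 over europium emission ratio at 671 and 618 nm; 0% = plate median of compound wells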
TCR-CD3 inh = inhibitors of human TCR-CD3 interaction | TAMRA-labeled TCR probe fluorescence, biochemical | inhibition, % at 9.4 µM | 360,000 tested, 0.37% active; in the data active means inhibition above about 19%;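 further: recombinant mutant TCR 2C K166C tagged with TAMRA read by polarization; 0% = receptor in buffer alone and 100% = receptor with positive control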
PG9 binder = small molecules binding HIV-1 gp120 antibody PG9; inhibition, % at 6.7 µM; 360,000 tested, 0.43% active; TR-FRET gp120-PG9 antibody binding; in the data active means inhibition above about 8.5%
Numbers without * were called inactive; . = no result given. The list is partial; the hit share may differ from the screen's.

compound,PG9 binder,rCAG binder,NR1D1 modulator,SIAE primary,PRMT1 FP inh,TCR-CD3 inh,mABHD4 FP,LEDGF integ inh,HTRA1 inhibitor,TDP2 inh
CSCC[C@H](NC(=O)OC(C)(C)C)c1nnc(SCc2ccc(F)cc2)o1,-2.3,-12,-3,6,-2,0,-3,-3,-5,-9
O=C(NC1CCCC1)C1CC(=O)N(C2CCCCCCC2)C1 (stereo not given),0.6,-6,4,9,-1,1,6,1,3,4
COc1cc2c(cc1OC)CN(C(C)C(=O)N1CCc3ccccc31)CC2 (stereo not given),0.0,1,-2,3,2,-6,3,4,-2,8
CC(C)C[C@@H](CN1CCC[C@@H]1CN1C(=O)C(=O)NC[C@@H]1Cc1ccccc1)N1C[C@H](Cc2ccc(O)cc2)N(CCc2ccccc2)C(=O)C1=O,0.5,2,-1,4,0,-1,1,2,-17,-2
CC1CCc2c(sc3nc(CN4CCN(S(=O)(=O)c5ccccc5[N+](=O)[O-])CC4)[nH]c(=O)c23)C1 (stereo not given),-0.8,5,5,-9,3,-6,4,-1,-4,9
COC(=O)[C@]12CCCCC=C1N(Cc1cccc3ccccc13)C(=O)[C@H](CC(=O)NCc1cccc3ccccc13)C2,1.1,11,-5,-18,-4,-2,-19,2,.,-4
O=C(Nc1ccccc1[N+](=O)[O-])C1C(c2ccccc2)=C1c1ccccc1,-1.3,-2,3,-1,4,-5,0,-3,-1,1
NS(=O)(=O)c1ccc(NS(=O)(=O)/C=C/c2ccccc2)cc1,-0.8,0,-4,7,-2,4,-5,1,9,-10
Cc1ccc(NC(=S)NC(NC(=O)Cc2cccc3ccccc23)C(Cl)(Cl)Cl)cc1 (stereo not given),-0.3,6,-2,-14,-1,-6,-13,4,-14,-10
Fc1ccc(CSc2nc3ccccc3[nH]2)c2ccccc12,-0.3,2,-2,-14,-1,-4,-36,0,-38,-3
Cn1ccc(O)c(C#N)c1=O,-0.2,1,2,2,1,-8,-2,1,0,15
Cc1cc(C(=O)CN2C(=O)NC(C)(c3ccc(F)c(F)c3)C2=O)c(C)n1C1CC1 (stereo not given),0.0,2,1,13,2,-2,2,1,-3,-1
CC(CN(C)Cc1ccccc1)OC(=O)C1COc2ccccc2O1 (stereo not given),-1.1,2,-1,-2,-3,5,1,1,13,-1
Cc1c(NC(=O)COC(=O)CCc2c[nH]c3ccccc23)c(=O)n(-c2ccccc2)n1C,1.4,-5,-2,2,5,3,-3,-2,8,7
O=C(O)c1ccc(-n2cccc2/C=C2/SC(=O)N(CC(=O)N3CCCC3)C2=O)cc1,-1.9,26,-20,0,11,11,14,36*,6,12
C[C@@H]1CN(Cc2cn(C)nc2-c2cccc(Cl)c2)C[C@H](C)O1,-1.9,-6,-7,7,-1,9,6,1,6,1
CCOC(=O)N1CCC(NC(=O)c2cc(C(=O)Nc3ccc(F)cc3F)ccc2CO)CC1,-2.4,4,3,-1,-1,8,1,3,6,-5
Cc1ccc(NC(=O)CCN2CCN(C)CC2)cc1,-1.9,1,0,-1,-3,-8,7,-6,6,2
CC1CC(C)(C)CC2(C1)NC(=O)N(CC(=O)N1CCN(S(=O)(=O)c3cccc(F)c3)CC1)C2=O (stereo not given),2.9,4,-4,4,5,-1,-13,0,5,-10
O=C(Nc1ccc(C(=O)N2CCC(O)(c3ccc(Cl)c(C(F)(F)F)c3)CC2)cc1)c1ccc(Br)o1,-5.0,3,4,-26,2,2,-31,3,-101,-3
C=CCNc1nc(NCc2cccc(OC)c2)c2sc(-c3ccccc3)cc2n1,-0.9,8,12,20*,-2,-5,12,-4,.,2
CCOC(=O)C(Cc1ccccc1)C(=O)Nc1ccc(NC(=O)C(Cc2ccccc2)C(=O)OCC)cc1 (stereo not given),0.2,4,2,-4,-3,-2,-3,-1,-6,10
COC(=O)[C@@H](Cc1ccccc1)NC(=O)NCCc1ccc(OC)c(OC)c1,-2.3,0,9,3,-6,-1,3,1,3,1
Cc1ccc(NC(=O)CCCOc2ccccc2)cc1S(=O)(=O)N1CCOCC1,-0.8,5,-1,0,1,6,-3,1,2,8
CN1CCCN(C(=O)c2cc(-c3cccc4ccccc34)nc3ccccc23)CC1,-1.2,5,3,-3,3,-10,-3,5,5,-3
N#Cc1ccc(C(=O)OCC(=O)N2CCOCC2)cc1,-0.1,-1,-1,11,-2,-5,-4,0,1,-9
Cc1ccc(N2CC(C(=O)Nc3cc(C(F)(F)F)ccc3N3CCCC3)CC2=O)cc1 (stereo not given),1.6,1,1,3,-1,3,2,2,-2,3
NC(=O)C1CCN(S(=O)(=O)Cc2ccccc2Cl)CC1,3.6,-5,4,8,3,-1,2,-3,-9,-1
CCCCOc1nc2ccccc2nc1NS(=O)(=O)c1ccc(F)cc1,-0.8,20,-3,1,5,-4,-4,3,-9,-7
Cc1cc(C)cc(C(=O)NC(=S)Nc2ccc3[nH]c(=O)[nH]c3c2)c1,-1.1,-2,7,-3,4,-3,-13,3,-7,-5
CCN(CC)CCCNC(=S)N(CCO)Cc1cc2cc3c(cc2[nH]c1=O)OCCO3,0.6,14,4,1,7,-2,11,-3,-2,10
CC(C)CCOc1ccc(C(=O)NN2C(=O)NC3(CCCCC3)C2=O)cc1,-0.2,-13,5,8,-4,0,-6,0,-6,8
Cc1ccc2cc(CN(Cc3ccco3)C(=O)C3CCCCC3)c(=O)[nH]c2c1C,-0.3,0,16,2,-1,-1,2,-2,8,2
C/C(=N/NC(=O)c1ccco1)c1ccc(Br)s1,-2.5,-1,1,1,-2,10,4,1,2,3
Fc1ccc2c(c1)C(c1ccncc1)=NNC(c1ccccc1)=N2,-3.5,-1,8,-6,-1,6,1,2,4,3
O=C(N/N=C/C=C/c1ccccc1)C1CC1c1ccccc1 (stereo not given),0.2,-3,-5,-2,-2,-6,-8,0,-22,7

Molecules from the list above containing an aryl thioether with sulfur outside any ring, in the order listed:
compound,PG9 binder,rCAG binder,NR1D1 modulator,SIAE primary,PRMT1 FP inh,TCR-CD3 inh,mABHD4 FP,LEDGF integ inh,HTRA1 inhibitor,TDP2 inh
CSCC[C@H](NC(=O)OC(C)(C)C)c1nnc(SCc2ccc(F)cc2)o1,-2.3,-12,-3,6,-2,0,-3,-3,-5,-9
Fc1ccc(CSc2nc3ccccc3[nH]2)c2ccccc12,-0.3,2,-2,-14,-1,-4,-36,0,-38,-3

Copied from the list.
NR1D1 modulator, Cc1ccc(NC(=O)CCCOc2ccccc2)cc1S(=O)(=O)N1CCOCC1 → -1
rCAG binder, NS(=O)(=O)c1ccc(NS(=O)(=O)/C=C/c2ccccc2)cc1 → 0
NR1D1 modulator, Cn1ccc(O)c(C#N)c1=O → 2

(further entries)
compound,PG9 binder,rCAG binder,NR1D1 modulator,SIAE primary,PRMT1 FP inh,TCR-CD3 inh,mABHD4 FP,LEDGF integ inh,HTRA1 inhibitor,TDP2 inh
O=C(O)CCCC(=O)Nc1nc2n(n1)C(c1ccc(F)cc1)CC(c1ccc(Cl)cc1)N2 (stereo not given),-1.6,16,0,4,-1,-5,-2,0,10,-2
Cc1nc2c3ccccc3nc(NNC(=O)CCC(=O)NC(C)C)n2n1,-1.6,0,3,4,-1,-8,-7,1,-2,-3
CO/N=C/CC(=O)c1ccc(-c2ccccc2)cc1,-0.8,8,0,-7,3,-7,-4,-2,-34,4
O=C(c1cc(-c2ccccc2)nc2ccccc12)N1CCCC1,-2.1,1,2,-7,-8,-5,-8,1,-5,-8
CC1(C(=O)NCc2ccccc2)CN(S(C)(=O)=O)CC(=O)N1Cc1cccs1 (stereo not given),-2.6,5,-5,3,3,-3,5,-3,.,5
CCOC(=O)c1ccc(NC(=O)c2ccccc2C)cc1,-0.3,-4,1,-6,2,-9,-3,-1,-56,-7
CC(=O)NC(=S)Nc1cccc([N+](=O)[O-])c1,0.6,1,5,6,3,1,-1,-2,2,2
O=C(/C=C/c1ccc([N+](=O)[O-])cc1)OCC(=O)N1CCCC1,0.8,2,2,4,2,-2,-8,6,-4,-9
Cc1cc(NC(=O)CS(=O)c2cn(Cc3cccc(Cl)c3)c3ccccc23)no1 (stereo not given),0.7,4,-2,2,-1,0,6,-1,.,-5
O=C(CSc1ncnc2sccc12)NC1CCS(=O)(=O)C1 (stereo not given),1.6,3,3,1,2,-15,-5,0,-4,0
CCOC(=O)c1c(SCc2ccccc2)n[nH]c1N,0.0,-2,-3,0,0,-8,6,-1,7,-3
CC(=O)NC(CCc1ccc(Cl)c(Cl)c1)c1cccc(O)c(=O)c1 (stereo not given),-0.7,9,0,5,12,-4,10,-4,24,-4
Cc1ccc(CS(=O)Cc2ccc(C(=O)NCc3cccs3)o2)cc1 (stereo not given),1.3,-3,2,0,9,5,-12,-1,-3,-10
Cc1cc2c(cc1C)-n1nnnc1C(N1CCN(c3ccccc3F)CC1)C(=O)N2 (stereo not given),-0.4,5,-4,-3,0,5,7,0,.,4
COc1ccc(CNS(=O)(=O)c2ccc(-n3cnnn3)c(OC)c2)cc1,-2.9,2,6,-3,0,3,2,5,-2,8
Cn1c(=O)oc2cc(S(=O)(=O)NCc3ccc(C(=O)O)cc3)ccc21,-0.8,-6,0,-10,-1,0,-8,-2,2,-6
CC1(C)Cc2nc3sc4c(=O)n(Cc5ccccc5)cnc4c3cc2CS1,2.9,3,11,-7,4,-10,-5,3,-22,9

Of the compounds above, two contain bromine.
compound,PG9 binder,rCAG binder,NR1D1 modulator,SIAE primary,PRMT1 FP inh,TCR-CD3 inh,mABHD4 FP,LEDGF integ inh,HTRA1 inhibitor,TDP2 inh
O=C(Nc1ccc(C(=O)N2CCC(O)(c3ccc(Cl)c(C(F)(F)F)c3)CC2)cc1)c1ccc(Br)o1,-5.0,3,4,-26,2,2,-31,3,-101,-3
C/C(=N/NC(=O)c1ccco1)c1ccc(Br)s1,-2.5,-1,1,1,-2,10,4,1,2,3

Another view of part of the listing above:
Cc1ccc(N2CC(C(=O)Nc3cc(C(F)(F)F)ccc3N3CCCC3)CC2=O)cc1 (stereo not given)
  PG9 binder = 1.6; rCAG binder = 1; NR1D1 modulator = 1; SIAE primary = 3; PRMT1 FP inh = -1; TCR-CD3 inh = 3; mABHD4 FP = 2; LEDGF integ inh = 2; HTRA1 inhibitor = -2; TDP2 inh = 3
CC1CCc2c(sc3nc(CN4CCN(S(=O)(=O)c5ccccc5[N+](=O)[O-])CC4)[nH]c(=O)c23)C1 (stereo not given)
  PG9 binder = -0.8; rCAG binder = 5; NR1D1 modulator = 5; SIAE primary = -9; PRMT1 FP inh = 3; TCR-CD3 inh = -6; mABHD4 FP = 4; LEDGF integ inh = -1; HTRA1 inhibitor = -4; TDP2 inh = 9

Screens as filed in PubChem.
